Assay outcomes as filed in PubChem.
IMP-1 inhibitor – inhibitors of Pseudomonas aeruginosa IMP-1 metallo-beta-lactamase. purified IMP-1, nitrocefin hydrolysis, epi-absorbance fluorescence. inhibition, % at 5.6 µM. 0.45% of 290,000 active. AID 1556;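 active = inhibition above the mean plus 3 SD of all compounds in the same screening run, cut at about 4.5% in these data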;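 note: 0% = IMP-1 with DMSO and 100% = DMSO wells lacking enzyme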
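System: Purified IMP-1 | Read-out basis: Percent enzyme inhibition | Controls: IMP-1 with DMSO as 0%, enzyme-free DMSO as 100% | Replicates: One well per compound | Doses: 5.6 µM nominal single concentration | Detection: Epi-absorbance fluorescence, 480 nm excitation, 530 nm emission | Incubation: 25 °C, 15 min preincubation, 25 min reaction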
GalR3 antag – blocks the human galanin receptor 3 | O60755 | HEK293 GalR3-CNG cAMP membrane potential fluorescence; galR3 body fused to GalR1 C-terminus | inhibition, % at 3 µM | 0.44% of 360,000 active | AID 651719;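 active = inhibition above the screen-wide average plus 3 SD, cut at about 13% in these data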;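 note: forskolin and galanin both at EC90 stimulate the cells; cAMP rise reported by CNG channel membrane potential dye signal; 0% = forskolin plus galanin with DMSO and 100% = forskolin alone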
VIM-2 inhibitor – inhibitors of Pseudomonas aeruginosa VIM-2 metallo-beta-lactamase | inhibition, % at 5.6 µM | AID 1527 | purified VIM-2, nitrocefin hydrolysis, epi-absorbance fluorescence | 0.89% of 290,000 active;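 active = inhibition above the mean of all tested compounds plus 3 SD, cutoff set per screening run, cut at about 7.5% in these data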;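 note: red hydrolysis product quenches plate fluorescence so inhibitors raise well fluorescence; 0% = enzyme with DMSO and 100% = DMSO without enzyme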
CRFBP-R2 block – antagonists of CRF-binding protein/CRF-R2 receptor complex | HEK293 CRF-R2/CRF-BP, CRF-induced calcium fluorescence | inhibition, % at 11.8 µM | 0.59% of 350,000 active | AID 588475;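 active = inhibition of the ligand-induced calcium signal above about 50% at the single tested concentration, limit read from the data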
pCIP destab – compounds decreasing mouse p/CIP protein stability | F442A p/CIP-EGFP cells, EGFP fluorescence, 16 h | decrease of EGFP signal, % at 10 µM | 0.01% of 290,000 active | Q05BA5;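 active = EGFP signal decrease of at least 30% at 10 µM or well 3 SD below plate mean, unless failing retest; inactive = the rest, including hits failing retest or dose response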; note: some compounds called inactive have numbers as strong as hits; many of its hits are not listed in these tables
NS3 helicase inh – HCV NS3 helicase inhibition | 0.56% of 290,000 active | AID 1800 | inhibition, % at 10.9 µM | NS3 helicase DNA unwinding, Cy5 molecular beacon fluorescence;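 active = inhibition above the mean of all tested compounds plus 3 SD, set per campaign, cut at about 35% in these data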;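 note: 0% = DMSO wells and 100% = thioflavine S control wells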
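System: NS3 helicase fragment of HCV / Schedule: 1 h at 25 °C / Control set: DMSO alone as 0% and 110 µM thioflavine S as 100% / Reagent: Cy5/quencher beacon DNA duplex and ATP to start / Technique: Cy5 fluorescence / Replication: singlicate / Evaluation: % inhibition of end-to-start signal ratio versus controls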
SUMO HTRF inh – blocks human SUMOylation mediated by UBC9 | inhibition, % at 35 µM | HTRF SUMOylation assay, SAE1/SAE2 + UBC9, in vitro | P63279 | 0.36% of 290,000 active; in the data active = inhibition above about 50%, passing the limit was not always enough; note: strong numbers were not always called active
IDE inh – inhibits human insulin-degrading enzyme in HEK cells; P14735; FAbetaB cleavage, fluorescence polarization; inhibition, % at 5.59 µM; 0.41% of 320,000 active;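 active = percent inhibition above the average of all tested compounds plus 3 SD, set per screening campaign, cut at about 16% in these data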;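 note: IDE supplied by intact live HEK cells; FP after avidin binding of uncleaved biotin substrate so inhibition keeps polarization high; 0% = DMSO wells and 100% = 60 µM reference IDE inhibitor Ii1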
Target sequence (P14735 whole entry, looked up): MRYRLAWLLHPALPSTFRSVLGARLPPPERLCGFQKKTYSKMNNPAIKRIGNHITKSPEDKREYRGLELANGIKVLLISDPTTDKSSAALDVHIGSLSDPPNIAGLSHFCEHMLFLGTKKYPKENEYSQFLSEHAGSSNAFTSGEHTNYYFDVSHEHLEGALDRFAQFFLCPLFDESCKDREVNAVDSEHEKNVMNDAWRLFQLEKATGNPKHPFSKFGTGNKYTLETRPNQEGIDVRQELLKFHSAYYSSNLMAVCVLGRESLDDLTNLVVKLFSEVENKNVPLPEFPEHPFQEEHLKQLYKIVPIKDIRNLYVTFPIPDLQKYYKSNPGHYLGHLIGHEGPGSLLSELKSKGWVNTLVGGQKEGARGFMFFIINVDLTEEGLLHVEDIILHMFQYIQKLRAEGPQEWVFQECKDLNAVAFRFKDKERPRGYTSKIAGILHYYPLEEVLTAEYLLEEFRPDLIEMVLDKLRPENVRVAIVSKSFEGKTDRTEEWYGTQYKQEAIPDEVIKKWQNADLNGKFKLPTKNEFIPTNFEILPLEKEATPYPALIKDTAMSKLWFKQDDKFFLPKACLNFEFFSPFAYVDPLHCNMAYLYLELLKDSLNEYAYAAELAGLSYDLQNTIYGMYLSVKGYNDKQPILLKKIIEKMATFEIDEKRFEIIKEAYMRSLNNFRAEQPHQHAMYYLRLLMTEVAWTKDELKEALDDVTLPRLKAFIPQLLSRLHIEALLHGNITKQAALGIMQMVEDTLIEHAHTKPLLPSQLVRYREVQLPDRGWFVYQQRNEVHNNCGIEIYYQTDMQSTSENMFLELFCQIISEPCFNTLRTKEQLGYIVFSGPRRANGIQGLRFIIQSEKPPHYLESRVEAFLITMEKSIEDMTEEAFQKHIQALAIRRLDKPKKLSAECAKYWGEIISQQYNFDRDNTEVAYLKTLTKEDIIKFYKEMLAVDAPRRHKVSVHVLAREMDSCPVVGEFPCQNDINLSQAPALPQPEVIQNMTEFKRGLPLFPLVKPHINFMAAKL
IDE act – activators of human insulin-degrading enzyme in cells | AID 493087 | activation, % at 5.96 µM | HEK cells, FAbeta-B cleavage, fluorescence polarization; 0% vehicle, 100% cell-free pure enzyme wells | 0.073% of 340,000 active;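 active = activation above the mean of all tested compounds plus 3 SD, set per screening campaign, cut at about 17% in these data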
The depositor's hits bear a star; x = no result given.

SMILES | IMP-1 inhibitor | GalR3 antag | VIM-2 inhibitor | CRFBP-R2 block | pCIP destab | NS3 helicase inh | SUMO HTRF inh | IDE inh | IDE act
CNn1cnc2ccsc2c1=O | -2.6 | -4 | -1.1 | 1 | -2 | 8 | -7 | 0 | 5
CN1CCc2c(sc(NC(=O)C3CCN(S(=O)(=O)c4cccs4)CC3)c2C(N)=O)C1 | x | -4 | x | 16 | x | x | x | 6 | 8
C=CC[C@@H](CC(=O)N[C@@H](CO)Cc1ccccc1)C(=O)NC[C@@H](OC(=O)[C@@H](CC=C)Cc1ccc(F)cc1)c1ccccc1 | x | -5 | x | 11 | x | x | x | 1 | 4
C(=C\N1CCCCCC1)/c1nnnn1-c1ccc(-c2ccccc2)cc1 | -2.3 | 3 | 0.2 | 33 | -5 | 23 | 5 | 8 | 2
OCCN1CCN(c2ncnc3c2sc2nc(N4CCOCC4)c4c(c23)CCC4)CC1 | 0.3 | 3 | 9.9* | 0 | -2 | 3 | 18 | 7 | -6
COc1ccc(S(=O)(=O)N(CC(=O)NCc2ccco2)C2CCCCC2)cc1OC | -3.4 | -3 | 2.3 | -2 | -14 | 7 | 13 | 1 | -4
CC(C)c1ccc(/C=N/NC(=O)c2cc(-c3cccc([N+](=O)[O-])c3)n[nH]2)cc1 | -4.7 | -3 | -2.6 | -53 | -24 | 1 | -6 | 3 | -1
CCOC(=O)c1c(NC(=O)CCC(=O)NCc2ccco2)sc2c1CCCC2 | -0.6 | -9 | -1.9 | -12 | 3 | 4 | 19 | 11 | -1
O=S(=O)(/N=C(/Nc1ccc(F)cc1F)c1ccc(Cl)cc1)c1ccccc1 | -2.2 | -3 | -4.7 | -45 | -13 | -3 | 3 | 4 | 5
COc1ccc(-n2c(SCC(=O)Nc3ccccc3)nc(O)cc2=O)cc1 | -3.0 | -4 | -3.2 | -13 | -8 | 8 | 1 | -2 | -2
CC(C)Cc1ccc(C(C)C(N)=Nc2ccc(O)cc2)cc1 (stereo not drawn) | x | -7 | x | -15 | x | x | x | -4 | 4
Cc1ccc(CNC(=O)CCCc2nc3ccccc3s2)cc1 | -3.9 | -4 | -3.3 | 15 | 12 | -4 | -2 | 2 | -6
C/C(=N\NC(=O)c1ccc(Cl)cc1)c1ccc(Br)s1 | -2.8 | -5 | -2.6 | -11 | 17 | 9 | 18 | 1 | 1
COc1ccc(N2CCN(C(=O)c3cn(CC4CCCCC4)nn3)CC2)cc1 | -1.2 | 3 | -1.5 | -9 | -7 | -5 | 12 | -2 | 6
CC(C(=O)N1CCc2ccccc21)N1CCc2ccccc2C1 (stereo not drawn) | 2.1 | -4 | 2.5 | -25 | -8 | -9 | 13 | 3 | 2

Complete entries, quoted from the list.
Profile of `CC(C(=O)N1CCc2ccccc21)N1CCc2ccccc2C1` (stereo not drawn) → IMP-1 inhibitor: 2.1; GalR3 antag: -4; VIM-2 inhibitor: 2.5; CRFBP-R2 block: -25; pCIP destab: -8; NS3 helicase inh: -9; SUMO HTRF inh: 13; IDE inh: 3; IDE act: 2
Profile of `CN1CCc2c(sc(NC(=O)C3CCN(S(=O)(=O)c4cccs4)CC3)c2C(N)=O)C1` → IMP-1 inhibitor: x; GalR3 antag: -4; VIM-2 inhibitor: x; CRFBP-R2 block: 16; pCIP destab: x; NS3 helicase inh: x; SUMO HTRF inh: x; IDE inh: 6; IDE act: 8

Continuation:
SMILES | IMP-1 inhibitor | GalR3 antag | VIM-2 inhibitor | CRFBP-R2 block | pCIP destab | NS3 helicase inh | SUMO HTRF inh | IDE inh | IDE act
COc1ccc(/C=N/NC(=O)CCn2c3ccccc3c3ccccc32)cc1OC | -2.6 | -3 | -2.9 | -58 | -28 | -5 | 21 | 6 | 4
O=C(NCc1ccco1)/C(=C/c1ccco1)NC(=O)c1ccco1 | -0.4 | -5 | -3.1 | 28 | 10 | 2 | 2 | 3 | -2
O=C(CSC1=NC(=O)C(c2ccccc2)C(=O)N1)Nc1ccccc1[N+](=O)[O-] (stereo not drawn) | -3.0 | -6 | -1.4 | 17 | -7 | -5 | -6 | 0 | 2
COc1ccc(CN2CCC(C(=O)Nc3ccc(Oc4cccnc4)cc3)CC2)cc1 | -2.9 | 0 | -0.4 | -5 | -16 | -17 | 2 | -4 | 3
O=C(CSc1nnc(NC(=O)c2ccccc2F)s1)NCC1CCCO1 (stereo not drawn) | -1.9 | 4 | 15* | 26 | -11 | 3 | 6 | -3 | 4
O=C(NN1CCOCC1)c1cc(Cl)ccc1Cl | 0.1 | 1 | -0.5 | 6 | -3 | -2 | -2 | 7 | -1
Cc1ccccc1C(=O)NC1CCN(CC(=O)Nc2ccccc2Cl)CC1 | -0.6 | -2 | -1.4 | 7 | -10 | -3 | 4 | 3 | 5
Clc1ccc2nc(CSCc3ccccc3)cn2c1 | -0.9 | -8 | 1.7 | -23 | -5 | 4 | 25 | 4 | 1
Cc1ccc(C(=O)CCNc2ccccc2)o1 | 0.8 | -6 | 0.4 | 2 | 2 | 0 | 15 | 2 | 1
O=C(CSc1nnc(CNC(=O)c2ccco2)o1)Nc1nc2ccccc2s1 | -3.6 | -1 | -3.8 | 3 | 0 | 25 | 4 | 2 | 4
Cc1ccc(Nc2ncnc3c2cnn3C)c(C)c1 | -2.4 | -5 | -3.6 | -12 | -13 | 5 | 1 | 1 | -2
Cc1cc2cc(CNC(=O)c3cc4ccccc4o3)ccc2n1C | 3.6 | x | 0.6 | x | -17 | 6 | -29 | 3 | x
OCCC1CN(Cc2nc3ccccc3[nH]2)CCN1C1CCCC1 (stereo not drawn) | -3.7 | -2 | -4.6 | 13 | 3 | 7 | 16 | 3 | -5
N#Cc1cn(CC(=O)NCC2CCCO2)c2ccccc12 (stereo not drawn) | -3.2 | 0 | -3.0 | 2 | -11 | 0 | -3 | -5 | 1
CN(C(=O)C1CCOC1)c1nnc(-c2ccncc2)s1 (stereo not drawn) | -3.6 | -5 | -3.3 | -22 | 4 | -2 | -9 | -2 | 7
O=C(NCCN1CCOCC1)c1ccc(Cl)c([N+](=O)[O-])c1 | -1.0 | -11 | -0.1 | 13 | -2 | -4 | 8 | 0 | -2
CC(C)C(=O)NC(=S)Nc1c(Cl)ccc2nsnc12 | -2.0 | -4 | -3.2 | 0 | -1 | -3 | 16 | 5 | -3
COCCN(C(=O)CSc1nc2ccc(C)cc2[nH]1)c1c(N)n(Cc2ccccc2)c(=O)[nH]c1=O | -3.6 | -2 | -1.3 | 6 | -1 | -3 | 4 | -2 | -1
Cc1ccc(S(=O)(=O)CCC(=O)N2CCN(c3ccc(Cl)cc3)CC2)cc1 | -3.0 | -9 | -4.5 | 7 | -10 | 0 | 12 | 8 | -3
O=C(N/N=C/c1sc(=O)n(-c2ccccc2)c1Cl)c1ccccc1 | -1.7 | -3 | -2.5 | -5 | -21 | -4 | 18 | 5 | -4
O=C(O)Cc1sc(Nc2cccc3ccccc23)nc1-c1ccc(Cl)cc1 | -0.7 | -4 | 3.1 | 5 | -6 | 3 | -4 | 16 | -5
CCOc1cc(-c2nc3n(c(=O)c2C#N)CCS3)ccc1O | -2.0 | -1 | 4.0 | 4 | -18 | 8 | 20 | 25* | -31
Nc1ccc(Cl)c(S(=O)(=O)Nc2cccc(Cl)c2)c1 | -2.0 | -9 | -1.1 | -10 | 18 | -12 | 3 | -2 | -3
COc1ccccc1C(=O)N/C(=C\c1cn(S(=O)(=O)N(C)C)c2ccccc12)C(=O)N1CCOCC1 | -2.1 | -5 | -2.6 | 2 | -3 | -8 | x | 3 | 3
CCOC(=O)c1ccc(CC2SC(N)=NC2=O)cc1 (stereo not drawn) | -1.7 | -11 | -0.9 | 4 | -2 | -6 | 6 | 4 | 2
Cc1cc2c([nH]c3ccccc32)c2c1OC(C)(C)C=C2 | x | 1 | x | -8 | 5 | x | -17 | 6 | -17
COc1ccccc1CNC(=O)C1CCN(S(=O)(=O)c2ccc3c(c2)C(C)(C)C(=O)N3C)CC1 | -3.1 | 4 | -3.0 | -13 | -6 | 7 | 2 | 4 | -3
COC(=O)C1=C(N)OC2=C(C(=O)CC(C)(C)C2)C1c1cc2c(cc1Cl)OCO2 (stereo not drawn) | -5.0 | -9 | -1.0 | 9 | -11 | 12 | -3 | -3 | 4
Cc1ccc(-c2cc(-c3ccccc3)no2)c(O)c1 | -1.2 | 0 | -2.1 | 2 | -13 | -3 | 9 | -3 | -3
CCOc1ccc2cc(C(=O)NCc3ccccc3)c(=N)oc2c1 | -3.0 | -12 | 0.3 | -16 | -3 | 4 | 6 | 6 | 4
Cc1cc(F)ccc1S(=O)(=O)N1CCCOC1CNC(=O)C(=O)NCCN1CCOCC1 (stereo not drawn) | -3.3 | -5 | 0.9 | 10 | 7 | 0 | -21 | 2 | 7
COc1cc(OC)cc(C(=O)NC2CCN(CCCOc3ccccc3)CC2)c1 | -0.9 | -6 | 0.2 | 6 | 6 | -9 | -2 | 4 | -3
CCOc1ccc(C(CC(=O)O)NC(=O)C23CC4CC(CC(C4)C2)C3)cc1 (stereo not drawn) | 0.5 | -3 | -0.9 | -2 | -11 | 6 | 3 | -3 | -7
CC(=O)/C=C\c1cn(-c2ncc(C(F)(F)F)cc2Cl)c2ccccc12 | -1.7 | -1 | -1.7 | -8 | -3 | -6 | -5 | -2 | 4
Cc1cc2c(c(=O)n1CC1CCCO1)C(c1ccco1)C(C#N)=C(N)O2 (stereo not drawn) | -2.3 | -5 | -3.3 | -12 | -3 | 2 | 4 | 4 | 3
Cn1c2c(c(=O)n(C)c1=O)C(C(F)(F)F)(C(F)(F)F)N=C(c1ccc(Cl)cc1)N2 | -2.0 | x | -0.3 | 30 | -10 | 1 | -3 | -6 | 2
CC(=O)C[C@@H](O)CC(=O)[C@@H]1OC(=O)CCCCCCCCc2ccccc21 | x | -7 | x | -6 | x | x | x | 3 | 4
CO/N=C(\Cn1ncc(N2CCOCC2)c(Br)c1=O)c1ccc(Cl)cc1 | -1.1 | -13 | -0.5 | 2 | 4 | 6 | 1 | 11 | 4
CN(c1ccccc1)S(=O)(=O)c1ccc(NC(=O)C2CC2)cc1 | -1.4 | -3 | 0.1 | 45 | -7 | -6 | 8 | 1 | 0
CCOc1cccc2sc(N(CCCN(C)C)C(=O)Cc3ccccc3)nc12 | -2.3 | -7 | -2.0 | -5 | -7 | -38 | 7 | -3 | 7
O=C(O)c1ccccc1NS(=O)(=O)c1cccc(-n2sc3ccccc3c2=O)c1 | -1.3 | 33* | 19* | 11 | 3 | 4 | 15 | 90* | -20
CCCCOCCCNC(=O)C1CCCCC1 | -1.6 | -4 | -1.4 | 5 | -18 | 6 | 3 | -1 | 4
COc1cc(/C=C2\SC(=N)N(c3ccc(F)cc3)C2=O)ccc1O | -2.1 | -8 | -2.5 | -19 | -25 | 0 | -54 | 26* | -14
C=CCNc1nc(N)c([N+](=O)[O-])c(NCc2ccccc2)n1 | -2.2 | x | -1.1 | -9 | -24 | -4 | 13 | 2 | -1
CCCOc1ccc(OCCOCCN2CCc3ccccc3C2)cc1 | -4.8 | -4 | -3.8 | -38 | -6 | -7 | -3 | 0 | 6
